POLH inh: DNA polymerase eta (human) inhibition; Q9Y253; recombinant Pol eta, fluorescent DNA replication assay; Potency, µM (series often up to 114 µM), for inactives: at the highest dose activity change, negative = inhibition, actives largely listed as inhibitors; 1.2% of 390,000 active; further: potency means the concentration at half of the fitted maximal effect; on the % scale 0 is the no-effect control and ±100 the full control effect
Target sequence (Q9Y253 whole entry, looked up): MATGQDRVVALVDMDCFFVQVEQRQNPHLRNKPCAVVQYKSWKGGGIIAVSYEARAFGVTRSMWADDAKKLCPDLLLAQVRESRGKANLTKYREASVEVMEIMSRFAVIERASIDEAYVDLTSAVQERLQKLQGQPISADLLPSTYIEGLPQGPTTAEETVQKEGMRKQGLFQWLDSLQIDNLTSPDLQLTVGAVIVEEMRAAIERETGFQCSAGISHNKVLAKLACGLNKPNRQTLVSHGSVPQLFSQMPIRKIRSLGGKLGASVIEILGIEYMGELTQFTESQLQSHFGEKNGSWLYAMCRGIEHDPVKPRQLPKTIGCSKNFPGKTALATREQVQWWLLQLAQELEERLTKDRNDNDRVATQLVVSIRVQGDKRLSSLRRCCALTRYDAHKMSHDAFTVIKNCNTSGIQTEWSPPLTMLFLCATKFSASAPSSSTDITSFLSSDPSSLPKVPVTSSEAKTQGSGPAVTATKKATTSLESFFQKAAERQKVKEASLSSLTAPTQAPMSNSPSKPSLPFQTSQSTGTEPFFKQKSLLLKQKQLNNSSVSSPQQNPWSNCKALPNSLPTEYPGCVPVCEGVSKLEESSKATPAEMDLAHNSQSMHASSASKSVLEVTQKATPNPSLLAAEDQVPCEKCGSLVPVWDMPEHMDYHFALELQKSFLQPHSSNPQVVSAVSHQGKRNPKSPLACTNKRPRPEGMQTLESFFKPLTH
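Fluorescent replication assay: 50 nM final substrate added after a 15 min room-temperature compound preincubation with 10 nM enzyme. Signal taken at 0 min and again at 10 min.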
ALOX12 inh: blocks human arachidonate 12S-lipoxygenase; P18054; 1.1% of 580,000 active; AID 1671190; purified 12hLO, xylenol orange hydroperoxide absorbance; Potency, µM (top dose mostly 108 µM), without a hit: at the highest dose activity change, negative = inhibition, usual class: inhibitors; further: potency means the concentration at half of the fitted maximal effect; on the % scale 0 is the no-effect control and ±100 the full control effect
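Purified human 12hLO (150 nM final) in 25 mM Hepes, 0.01% Triton X-100, pH 7.0 was preincubated 15 min at room temperature with compound. Then 40 uM arachidonic acid was added, 30 min. Hydroperoxide was read by Fe-XO absorbance ratio 573/405 nm.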
RGS4 inh: human RGS4 inhibition; Transcreener GDP fluorescence polarization, RGS4-accelerated GTP hydrolysis; 0.039% of 390,000 active; P49798; Potency, µM (doses to about 114 µM), inactives show at the top dose activity change, negative = inhibition, actives largely listed as inhibitors; further: potency means the concentration at half of the fitted maximal effect; on the % scale 0 is the no-effect control and ±100 the full control effect; nearly all actives have a fitted effect of over 75% in size; some results filed as inactive show a strong effect at the top dose
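MLSMR compounds (23 nl, pin-transferred) preincubated 10 min at room temperature with a 500nM (2x) first reagent, then RGS4 at 900nM (2x) plus Transcreener GDP mix added; fluorescence polarization (620/688 nm) read before and after 90 min at 30 °C.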
ERG Ets-DNA blk: inhibitors of human ERG Ets domain-DNA interaction | 0.028% of 370,000 active | fluorescence polarization, His-ERG Ets domain / labelled DNA | Potency, µM (top dose mostly 76.9 µM), for inactives: top-dose FP activity, negative = inhibition, most hits filed as inhibitors | P11308; active means well fitted inhibition curve with a large enough effect in the polarisation, with a control signal flat; inconclusive means small, poorly fitted or top-dose-only effect, or effect the other way, or a change in a side signal; inactive means no such curve, though single readings can be large or run the other way; the % refers to the polarisation;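 further: polarization taken with two DNA probes labelled with fluorescein and Texas red; potency means the concentration at half of the fitted maximal effect; % of control where 0% means no effect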
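His-tagged ERG Ets domain (1 uM in the protein solution; 300mM KCl, 50mM Tris-HCl, 1mM EDTA, 1mM DTT, pH 7.5) received compound, then a probe mix of 5 nM fluorescein-DNA and 100nM Texas-615-DNA. Fluorescence polarization was read for both dyes.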
POLK inh: inhibitors of human DNA polymerase kappa | AID 588579 | 0.53% of 400,000 active | Q9UBT6 | Potency, µM (doses to about 107 µM), for inactives: at the highest dose activity, negative = inhibition, actives largely listed as inhibitors | purified Pol kappa, fluorescent DNA synthesis assay, 10 min; further: potency means the concentration at half of the fitted maximal effect; on the % scale 0 is the no-effect control and ±100 the full control effect
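Here, compound and 10 nM enzyme are combined for 15 min at room temperature; adding 50 nM substrate (final) starts DNA synthesis, tracked by fluorescence at 0 and 10 min against buffer-only wells.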
Apoferritin bind: binds horse apoferritin like a general anesthetic | 0.074% of 350,000 active | P02791 | Potency, µM (highest dose often 77.5 µM), without a hit: at the top dose activity change, negative = displacement, hits mostly inhibitors | apoferritin/1-aminoanthracene competitive binding, fluorescence | AID 485281; further: potency means the concentration at half of the fitted maximal effect; on the % scale 0 is the no-effect control and ±100 the full control effect; nearly all actives have a fitted effect of over 20% in size
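Steps: apoferritin (10 uM) was premixed with half-saturated 1-AMA in PBS, compounds were pin-transferred, plates stood 10 min at room temperature, fluorescence was read at 380/535 nm, and curves were fitted with a Hill equation.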
LDHA block: LDHA (human) enzyme inhibition | P00338 | purified LDHA, NADH/diaphorase-resazurin fluorescence; hits give low values | activity change, % (values are at about 110 or 230 µM) | 0.15% of 480,000 active; in the data active means activity change below about -30%; inconclusive means mostly about -25% to -30%;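 further: plate controls were DMSO wells for no effect and wells without enzyme for full effect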
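Human LDH5 (2 nM) was incubated with 0.06 mM NADH and 0.2 mM pyruvate for 5 min at room temperature in Tris pH 7.4. Remaining NADH was coupled through diaphorase/resazurin, and resorufin fluorescence was read at 0 and 20 min.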
POLB inh: inhibitors of human DNA polymerase beta; P06746; Pol beta primer extension/strand displacement, fluorescence kinetic; Potency, µM (titrated, usually from 114 µM), inactives show top-dose activity change, negative = inhibition, hits mostly inhibitors; 1.3% of 340,000 active; further: potency means the concentration at half of the fitted maximal effect; on the % scale 0 is the no-effect control and ±100 the full control effect
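Pol beta (10 nM) and compounds were preincubated 15 min at room temperature, then 50 nM substrate (final) started primer extension/strand displacement. Reads were taken at 0 and 10 min; concentration-response data were fitted to a four-parameter Hill equation.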
APEX1 inh: APE1 (human) endonuclease inhibition; P27695; recombinant APE1, TAMRA/BHQ-2 abasic DNA cleavage fluorescence; Potency, µM (doses to about 65.8 µM), inactives show at the highest dose activity change, negative = inhibition, usual class: inhibitors; 0.35% of 350,000 active;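 further: potency means the concentration at half of the fitted maximal effect; plate controls were vehicle for no effect and reference inhibitor for full effect; nearly all actives have a fitted effect of over 55% in size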
Target sequence (P27695 whole entry, looked up): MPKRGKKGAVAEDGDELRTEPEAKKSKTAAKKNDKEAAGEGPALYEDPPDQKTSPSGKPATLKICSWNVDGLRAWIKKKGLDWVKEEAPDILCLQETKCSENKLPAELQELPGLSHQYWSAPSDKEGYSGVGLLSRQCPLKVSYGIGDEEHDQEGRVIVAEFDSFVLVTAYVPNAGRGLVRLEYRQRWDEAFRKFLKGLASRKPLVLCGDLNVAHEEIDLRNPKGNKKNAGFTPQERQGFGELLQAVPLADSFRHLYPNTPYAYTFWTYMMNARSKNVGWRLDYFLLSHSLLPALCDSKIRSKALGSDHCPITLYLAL
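Readout is kinetic fluorescence (ex 525, em 598 nm) from cleavage of 50 nM TAMRA/BHQ-2 THF abasic duplex by 0.75 nM APE1, compound added 15 min beforehand at RT.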
Numbers without * were called inactive; ? = inconclusive; · = no result given; [ ] = another dose, or the depositor's remark. Unless noted, the call rests on the fitted dose curve; in most records, active means well fitted curve in the direction sought with a large enough effect; inconclusive means small, poorly fitted or top-dose-only effect, or another doubt; inactive means no such curve, though single readings can be large; an effect the other way counts as inactive or inconclusive.

POLH inh	ALOX12 inh	RGS4 inh	ERG Ets-DNA blk	POLK inh	Apoferritin bind	LDHA block	structure	POLB inh	APEX1 inh
8%	-18%	26%	-3%	1%	1%	-5	CN1C(=O)C(CC(=O)N2CCN(C(c3ccccc3)c3ccccc3)CC2)N(C)C1=O (stereo not given)	3%	4%
-14%	458%[activator]	10%	-3%	-7%	-7%	1	COc1ccc(C(=O)N2CCN(C)C(C)C2)cc1OC1CCN(C(C)=O)CC1 (stereo not given)	-18%	15%
13%	0%	-11%	10%	-5%	-13%	0	C/C(CCc1ccc2c(c1)OCO2)=N\NC(=O)c1ccc(C)cc1C	10%	-1%
-20%	-12%	-42%	9%	-10%	1%	0	Cc1nc2ncccn2c1-c1csc(Nc2ccc(S(N)(=O)=O)cc2)n1	52%	-15%
·	-19%	18%	0%	-5%	-5%	-4	Cc1ccc(NC(=O)N2CCN(c3nnc(C)c4c(C)n(-c5ccc(Cl)cc5)nc34)CC2)c(C)c1	8%	·
-20%	10%	5%	-5%	-3%	-5%	-13	COc1ccc(-c2[nH]ncc2CN(C)C(C)c2ccon2)c(OC)c1 (stereo not given)	12%	7%
-13%	-26%	9%	-5%	5%	·	-3	O=C(Nc1cc(Cl)ccc1Cl)P(=O)(O)c1ccccc1	·	·
0%	10%	-1%	2%	-4%	-19%	-8	COc1cc(C(=O)NCCCC2CCCC2)ccc1OC1CCN(C(C)=O)CC1	12%	1%
-2%	-20%	-5%	-1%	-2%	·	0	CCOc1ccc(N2CC(C(=O)Nc3cc(OCC)c(N4CCOCC4)cc3OCC)CC2=O)cc1 (stereo not given)	·	-22%
-7%	-25%	-8%	50%[activator]	1%	-11%	6	COc1ccc(-n2nc(C(=O)NCC(=O)NCCCN3CCC(C)CC3)c3ccccc3c2=O)cc1Cl	24%	44%
-2%	6%[57.4 µM]	16%	·	-12%	-11%	1	Cc1ccc(-c2csc(Cc3nc(-c4cc5ccccc5oc4=O)cs3)n2)cc1	20%	1%
-22%	·	-22%	·	-5%	26%	0	Brc1ccc2c(c1)OCCOCCOc1cc(Br)ccc1OCCOCCOCCO2	3%	0%
-14%	71%[activator]	-22%	?	5%	2%	-3	COc1ccc(C(=O)c2cccc(C(=O)c3ccc(OC)c(C)c3)c2)cc1C	6%	-14%
-16%	4%	13%	-1%	-26%	·	-6	CCOC(=O)c1c(C)[nH]c(C(=O)OCC(=O)NC2(C#N)CCCCC2)c1C	·	0%
-9%	3%	-17%	11%	-9%	-1%	1	COc1ccc(/C=N/NC(=O)c2ccccc2O)cc1CN1CCOCC1	32%	21%
-8%	15%	-16%	·	-5%	-20%	0	COc1ccccc1NS(=O)(=O)c1cc(C(=O)NCCN2CCOCC2)ccc1Cl	35%	-4%
-9%	0%	?	-4%	-6%	?	-4	O=C(CSc1nc2ccccc2s1)NNC(=S)Nc1ccc(Br)cc1	84%	-6%
-15%	25%	-13%	5%	9%	-8%	4	CC1=C(C)CC(C(=O)Nc2ccc3c(c2)OCO3)C(C(=O)O)C1 (stereo not given)	25%	-6%
-9%	16%	-4%	2%	-15%	-1%	1	CC(=O)Nc1ccc(C(=O)Nc2cc(C(F)(F)F)ccc2-n2cnc3ccccc32)cc1	-2%	4%
?	-16%	-2%	-2%	-32%	-15%	-7	C/C(N)=C(/C#N)C(=O)CSc1nnnn1-c1ccc(C)cc1	-28%	-3%
-13%	?	3%	15%	-7%	·	-1	CCC(C)c1ccccc1N1CC(C(=O)Nc2ccc(C)c(S(=O)(=O)N3CCOCC3)c2)CC1=O (stereo not given)	·	10%
-17%	3%	16%	9%	-5%	5%	-2	O=C(c1cccc(S(=O)(=O)N2CCCC2)c1)N1CCN(c2ccccc2F)CC1	8%	-5%
-10%	-5%	-5%	0%	-7%	-8%	-2	CC(C)(CNS(=O)(=O)c1ccc2c(c1)OCCO2)N1CCOCC1	17%	3%
-19%	-25%	12%	-3%	-23%	2%	3	COCCNC(=O)c1c(NC(=O)c2cc(=O)c3cc(Cl)ccc3o2)sc2c1CCCC2	-3%	·
1%	40%[activator][57.4 µM]	-3%[11.4 µM]	-5%	2%	-4%	2	CCOc1ccc(N(CC(=O)NCC2CCCO2)C(=O)CCC(=O)Nc2ccccn2)cc1 (stereo not given)	0%	6%
0%	?	18%	-4%	-9%	-17%	7	CC(C)OP(=O)(OC(C)C)C1(O)C(=O)Nc2ccc(Br)cc21 (stereo not given)	24%	6%
1%	-25%	22%	-3%	-7%	-4%	-5	COc1ccc(CN(N=O)C2CC(=O)N(c3ccc(OC)cc3)C2=O)cc1 (stereo not given)	?	-1%
-2%	1%	-1%[11.4 µM]	-14%	-14%	-7%	-2	Cc1ccc(CNC(=O)CC(C)S(=O)(=O)c2ccc3c(c2)NC(=O)CO3)cc1 (stereo not given)	2%	23%
-5%	-9%	-8%	-4%	2%	20%	-8	Nc1nnc(SCC(=O)Nc2cccc(F)c2)s1	29%	·
-9%	?	8%	5%	16%	-1%	-2	CN1CCN(C(CNC(=O)Nc2ccc(Cl)cc2)c2ccc(F)cc2)CC1 (stereo not given)	3%	3%
-17%	-1%	25%	-1%	-25%	·	-10	Cc1ccc(S(=O)(=O)N2CCOCC2)cc1C(=O)N1CCN(c2ccc(C(F)(F)F)cn2)CC1	·	-35%
-7%	14%	-1%	11%	-10%	-10%	-8	C/C=C(\C)CN1CCC(n2nccc2NC(=O)CCc2ccccc2)CC1	-4%	7%
-17%	-10%	3%	-5%	3%	-21%	40	CCN(CC)c1ccc(NS(=O)(=O)c2cn(C)c(=O)n(C)c2=O)c(C)c1	16%	26%
-9%	-27%	-22%	4%	-9%[60.1 µM]	-8%	-7	CCOc1ccc(N2CC(NC(=O)C(=O)c3c[nH]c4ccccc34)CC2=O)cc1 (stereo not given)	-15%	·
-18%	-6%	-30%	-5%	-4%	-8%	-11	C/C(=N\NC(=O)COc1ccc(C(C)(C)C)cc1)c1ccc(-n2ccnc2)cc1	-5%	2%
-17%	-12%	6%	1%	-2%	-22%	-4	CC1CCc2sc3ncnc(N4CCN(C)CC4)c3c2C1 (stereo not given)	8%	6%
-6%	-1%	22%	-3%	-8%	-8%	-3	COc1ccc(CC(=O)Nc2cc(S(=O)(=O)N3CCOCC3)ccc2N2CCOCC2)cc1	10%	-1%
-9%	0%	-14%	7%	9%	3%	0	COc1cnn(-c2cccc(C)c2)c(=O)c1Cl	95%	-2%
-9%	?	-10%	13%	-21%	162%[activator]	5	O=C(N/N=C\c1c(O)ccc2ccccc12)c1ccc(O)cc1	-3%	-19%
-5%	2%	2%	1%	0%	-8%	-14	Nc1nc(-c2ccco2)nn1C(=O)c1ccccc1Cl	?	-1%
-22%	?	13%	-11%	-11%	-13%	0	c1ccc(Nc2nc(N3CCOCC3)c3ccccc3n2)cc1	15%	12%
-19%	-3%	-28%	-3%	-2%	·	-4	COc1ccc(NC(=O)CN2CCOCC2)cc1S(=O)(=O)N1CCCCC1	·	19%
12%	?	3%	1%	-15%	2%	-5	CC1(C)CC2(CCCN(C(=S)Nc3ccccc3)C2)CCO1 (stereo not given)	2%	5%
-7%	0%	-23%	-1%	-4%	-20%	1	C=CCSc1nc(N(CC)CC)c2sccc2n1	5%	-3%
-14%	0%	-5%	3%	-5%	·	-4	COc1cccc(/C=N/n2nnnc2N)c1OCC#N	·	·

Random excerpt: four compounds from above
POLH inh	ALOX12 inh	RGS4 inh	ERG Ets-DNA blk	POLK inh	Apoferritin bind	LDHA block	structure	POLB inh	APEX1 inh
-15%	25%	-13%	5%	9%	-8%	4	CC1=C(C)CC(C(=O)Nc2ccc3c(c2)OCO3)C(C(=O)O)C1 (stereo not given)	25%	-6%
-20%	10%	5%	-5%	-3%	-5%	-13	COc1ccc(-c2[nH]ncc2CN(C)C(C)c2ccon2)c(OC)c1 (stereo not given)	12%	7%
?	-16%	-2%	-2%	-32%	-15%	-7	C/C(N)=C(/C#N)C(=O)CSc1nnnn1-c1ccc(C)cc1	-28%	-3%
1%	40%[activator][57.4 µM]	-3%[11.4 µM]	-5%	2%	-4%	2	CCOc1ccc(N(CC(=O)NCC2CCCO2)C(=O)CCC(=O)Nc2ccccn2)cc1 (stereo not given)	0%	6%

The results go on.
POLH inh	ALOX12 inh	RGS4 inh	ERG Ets-DNA blk	POLK inh	Apoferritin bind	LDHA block	structure	POLB inh	APEX1 inh
-14%	?	-22%	-3%	-6%	?	-1	Cc1cccc(NC(=S)NNC(=O)c2csc3c2CCCC3)c1	-12%	-2%
·	?	·	·	·	-16%	·	CCCCOc1ccc(C2C(C(=O)c3ccc(C)o3)=C(O)C(=O)N2Cc2ccco2)cc1 (stereo not given)	?	-30%
-13%	10%	11%	1%	4%	·	3	O=S1(=O)CCOC[C@H](Cc2ccccc2)N1Cc1cccc(Cl)c1	·	·
-17%	-1%	13%	7%	3%	50%[activator]	-7	CCOC(=O)NN1C(=O)c2ccccc2NC1c1ccc(OC)c(OC)c1 (stereo not given)	43%	1%
-14%	0%	-11%	2%	-24%	-9%	-4	CCc1cc2c(NCCC(=O)O)ncnc2s1	-1%	12%
-15%	?	1%	6%	-36%	-4%	-4	CCOC(=O)CC(NC(=O)Cc1cccs1)c1ccccc1Cl (stereo not given)	?	-6%
-11%	-8%	14%	1%	-11%[60.1 µM]	118%[activator]	3	Cc1cccc(C)c1NC(=O)c1ccc2nc(CCc3ccccc3)oc2c1	6%	·

Compound activity deposited in PubChem BioAssay by National Center for Advancing Translational Sciences (NCATS).

Not all compounds are listed; count on the stated rates, not on these rows.
